# Screening results as filed in PubChem.
# Shn3 3UTR inh – Schnurri-3 reporter inhibition in Clone20 osteoblasts; Clone20 osteoblast Shn3 3'UTR firefly luciferase, 24 h; hit rate 0.52% among 360,000; AID 588674; inhibition, % at 12.5 µM;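 active = mean inhibition of at least 75% with every replicate also reaching 75%; inconclusive = mean inhibition at least 75% but some replicate below; inactive = mean inhibition below 75%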;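 also: 0% = median of neutral control wells and 100% = pilot-screen positive control compound; some compounds past the cut are filed as inactive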
# NR2E3 ag-1 – human photoreceptor-specific nuclear receptor agonism. Q9Y5X4. CHO-S Gal4-NCOR/VP16-NR2E3 two-hybrid, luciferase. inhibition of corepressor binding, % at 3.98 µM. hit rate 0.35% among 360,000. AID 602229;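 active = inhibition above the mean of all tested compounds plus 3 SD, cut at about 70% in these data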;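 also: 0% = DMSO with NR2E3 transfected cells and 100% = cells lacking NR2E3 construct; higher means lower luciferase signal from less NR2E3 corepressor binding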
# Target sequence (Q9Y5X4 whole entry, looked up, the tested form may be a part): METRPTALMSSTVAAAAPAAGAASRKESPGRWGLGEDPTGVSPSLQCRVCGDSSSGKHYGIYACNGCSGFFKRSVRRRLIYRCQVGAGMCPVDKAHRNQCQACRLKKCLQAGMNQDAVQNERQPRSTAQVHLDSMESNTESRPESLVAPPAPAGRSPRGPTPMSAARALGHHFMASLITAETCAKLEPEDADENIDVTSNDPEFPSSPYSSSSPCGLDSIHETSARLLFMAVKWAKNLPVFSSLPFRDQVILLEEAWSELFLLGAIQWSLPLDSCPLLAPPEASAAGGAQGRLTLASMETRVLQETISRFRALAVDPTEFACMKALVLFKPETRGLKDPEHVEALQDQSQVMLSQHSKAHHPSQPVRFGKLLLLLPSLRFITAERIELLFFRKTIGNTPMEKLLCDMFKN
# CaV13 FRET inh – Disruptors of the CACNA1D IQ motif to Ca2+-dependent inactivation inhibitor domain association, primary screening, Förster resonance energy transfer in intact living …; inhibition, % at 12.3 µM; HEK cells, CFP/YFP FRET ICDI-IQ, plate reader, 10 min; percent FRET-ratio fall versus neutral wells; hit rate 0.098% among 340,000;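 active = mean replicate inhibition of at least 30% and at least 1% of replicates passing that level; inconclusive = only one of the two criteria is met; inactive = neither criterion is met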;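 also: 0% = median of the neutral control wells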
# CF NFkB inh – cystic fibrosis NF-kB activation inhibition; KKLEB NF-kB-GFP reporter, PAF-induced, GFP fluorescence overnight; inhibition, % at 5 µM; hit rate 0.86% among 360,000; AID 588850;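 active = at least 50% inhibition at 5 µM, scaled per plate between neutral and stimulator controls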;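 also: PAF is a Pseudomonas aeruginosa culture filtrate used as stimulus; plate controls were PAF-stimulated DMSO wells for no effect and unstimulated DMSO wells for full effect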
# TRPM1 prom inh – inhibitors of MITF-driven TRPM1 promoter in melanoma cells; hit rate 0.83% among 330,000; AID 488899; SK-MEL-5 TRPM1 promoter luciferase, 24 h; inhibition, % at 12.5 µM;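 active = mean inhibition across replicates of 60% or more, whatever share of single replicates reaches that level; inconclusive = some that reach 60%, reason not given; inactive = mean inhibition across replicates below 60%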; also: values of inactives mirror those of a sister screen read the other way
# HIF-2a block – inhibitors of HIF-2a | 786-0 RCC cells HIF-2a reporter, luciferase luminescence, overnight | inhibition, % at 18.8 µM | hit rate 0.72% among 360,000;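 active = inhibition of the luminescence signal of 40% or more relative to plate controls, in a single-dose primary screen at 18.75 µM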
# PDI turbidity – blocks human protein disulfide isomerase activity | hit rate 0.052% among 350,000 | P07237 | PDI insulin aggregation turbidity, A650, 90 min | inhibition, % at 10 µM;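 active = mean inhibition across replicates of 30% or more, whatever share of single replicates reach that level; inconclusive = mean inhibition below 30% while every single replicate reaches 30%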;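 also: absorbance from insulin aggregation driven by PDI reduction with DTT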
# Target sequence (P07237 whole entry, looked up): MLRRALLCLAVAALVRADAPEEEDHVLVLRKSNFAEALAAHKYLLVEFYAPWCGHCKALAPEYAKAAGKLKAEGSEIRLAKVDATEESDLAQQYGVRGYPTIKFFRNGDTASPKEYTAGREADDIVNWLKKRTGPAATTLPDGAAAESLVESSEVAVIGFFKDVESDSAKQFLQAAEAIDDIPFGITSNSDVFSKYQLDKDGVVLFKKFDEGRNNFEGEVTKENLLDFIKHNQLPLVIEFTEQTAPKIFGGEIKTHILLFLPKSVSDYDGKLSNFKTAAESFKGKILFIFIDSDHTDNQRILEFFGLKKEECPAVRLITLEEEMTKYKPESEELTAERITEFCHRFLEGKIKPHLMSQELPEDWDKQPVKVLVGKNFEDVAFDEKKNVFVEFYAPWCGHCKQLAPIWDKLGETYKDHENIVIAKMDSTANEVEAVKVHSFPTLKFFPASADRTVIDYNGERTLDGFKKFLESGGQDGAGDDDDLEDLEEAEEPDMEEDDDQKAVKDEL
# Vif inh – inhibitors of HIV Vif | HEK293T cells, Vif self-association by quenched fluorescence, imaging, 24 h | inhibition, % at 7.49 µM | hit rate 0.35% among 340,000 | AID 602346; in the data active = inhibition above about 50%, passing the limit was not always enough; inconclusive = no clear call, values can overlap the other calls; inactive = below about 31%; also: some results filed as inactive read as strong as hits
# Peg3 promoter – reduces Peg3 promoter-driven luciferase expression in HeLa. HeLa PEG-Prom luciferase reporter, luminescence, overnight. inhibition, % at 20 µM. hit rate 1.7% among 360,000. AID 588405;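 active = inhibition of at least 50% at 20 µM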
# NR2E3 ag-2 – activates human photoreceptor nuclear receptor NR2E3. Q9Y5X4. GST-NR2E3/biotin-RetCOR TR-FRET, 1536-well. inhibition of corepressor binding, % at 4.78 µM. hit rate 0.12% among 320,000. AID 2300;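 active = percent inhibition above the cutoff of mean plus 3 SD of all tested compounds, set per screening campaign, cut at about 20% in these data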;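 also: 0% = DMSO wells and 100% = biotin wells as full block of FRET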
#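 Material: NR2E3–RetCOR corepressor complex / Amount: 1.35 nM GST-NR2E3 / Medium: Tris pH 7.5 / Compound: single nominal compound dose of 4.8 µM / Incubation: 5 h at 4 °C / Technique: TR-FRET, Eu(K)-anti-GST donor, streptavidin-D2 acceptor, ex 340, em 617/671 nm / Read-out basis: percent loss of FRET ratio relative to control wells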
# KKLEB tox – counter-screen for CF NF-kB inhibitors: cytotoxicity. KKLEB CF airway cells viability, ATPlite luminescence, overnight; stronger effect = lower value; cells stimulated with P. aeruginosa culture filtrate. activity change (cytotoxicity), % at 5 µM. hit rate 0.36% among 360,000. AID 602141;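 active = corrected activity change at or below -50% at 5 µM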
# * marks the source's active call; other numbers are inactive results; u = inconclusive; x = no result given.
SMILES,Shn3 3UTR inh,NR2E3 ag-1,CaV13 FRET inh,CF NFkB inh,TRPM1 prom inh,HIF-2a block,PDI turbidity,Vif inh,Peg3 promoter,NR2E3 ag-2,KKLEB tox
CCCC(c1nnnn1Cc1ccc(OC)cc1)N1CCN(C(=O)c2ccco2)CC1 (configuration not stated),4,-7,-4,1,-16,7,-7,14,-1,4,4
CCOC(=O)C1=CC[C@@H](c2ccccc2)N(S(=O)(=O)c2ccc(C)cc2)[C@H]1c1cccc(OC)c1,65,-2,-7,15,x,5,x,x,15,x,-31
Cn1c(=O)c(C(=O)NCc2ccc(F)cc2)c(O)c2ccccc21,3,-3,-1,1,5,-88,-10,33,-22,-1,-5
CCN(CC)C(=O)CSc1nc(N)c(C#N)c(-c2cccs2)c1C#N,11,12,-4,8,5,26,-2,-3,26,3,5
CCN(Cc1ccccc1)C(=O)Cn1c(=O)oc2ccccc21,5,16,16,-10,-9,9,-7,-5,5,-3,1
OCc1nc2ccccc2n1CC(O)COc1ccccc1 (configuration not stated),21,-15,-4,10,6,16,-3,-10,-2,-2,-5
COCCNc1nc2c(c(=O)n(C)c(=O)n2C)n1Cc1cccc(C(F)(F)F)c1,90*,8,x,0,1,5,8,-6,22,3,-4
COc1ccc(-c2cc(-c3cccnc3)c(C#N)c(N)n2)cc1,-24,-29,-1,2,14,9,-3,2,5,2,-4
CC(C)Sc1nc2c(c(=O)[nH]c(=O)n2C)n1CC(O)COc1ccccc1 (configuration not stated),14,18,-5,-42,1,10,2,-4,13,4,16
O=C(c1ccco1)N1CCN(C(=S)Nc2ccccc2C(F)(F)F)CC1,10,-16,-2,11,7,-1,-4,17,6,1,-3
Cc1ccc(N(CC(=O)N/N=C/c2cccnc2)S(=O)(=O)c2ccccc2)cc1,5,-18,-17,8,-11,10,11,1,4,2,-11
O=C(CSc1nnc(CNc2ccc(F)cc2)n1Cc1ccco1)N1CCCC1,-2,3,-8,0,12,6,4,6,8,-2,14
CCCCCc1nnc(N)s1,-1,16,x,4,12,3,-1,-9,6,5,-6
COc1ccc(CNC(=O)Cn2c(=O)n(CCC(=O)N3CCCCC3)c(=O)c3sccc32)cc1,-4,-10,-7,-5,3,0,5,1,-10,-1,-1
CCC(c1nnnn1Cc1ccc2c(c1)OCO2)N1CCN(c2ccc(OC)cc2)CC1 (configuration not stated),13,11,0,23,8,22,-4,10,33,-2,-14
COc1ccc(CN2C[C@@H](CO)O[C@@H](n3cnc4c(N5CCCC5)ncnc43)C2)cc1,8,7,-11,22,x,11,4,-9,15,x,-5
CC(=O)Nc1c(Cl)cc2c(c1Cl)Cc1cc(C#N)ccc1-2,5,-15,-10,-56,17,-33,3,-8,22,x,9
Clc1ccc(CNC23CN4CN(CN(C4)C2)C3)c(Cl)c1,-26,6,-3,-3,0,20,-10,-6,6,-2,10
CC(=O)c1c(COC(=O)c2ccccc2)nc2ccccc2[n+]1[O-],3,6,-4,2,9,9,0,5,4,4,-7
CN(C)Cc1cc(C(C)(C)c2cc(CN(C)C)c(O)c(CN(C)C)c2)cc(CN(C)C)c1O,10,17,-4,-12,-2,18,-3,10,-10,-2,-2
CN(Cc1cccc(Cl)c1)C(=O)C1CCN(C(=O)Nc2ccccc2)CC1,4,-9,-5,-4,-7,-38,-2,17,-9,0,11
O=S(=O)(NC1=NCCCCC1)c1ccc(Cl)cc1,-4,10,-2,-8,-7,3,1,-1,7,4,1
CCN1C(=O)c2cccc3c(S(=O)(=O)NCc4ccco4)ccc1c23,-8,20,-5,-26,-9,-48,-9,2,-6,3,-19
c1coc(-c2nc3c([nH]2)CCc2nonc2-3)c1,-17,-32,-2,17,-22,-25,5,-17,-16,1,-13
O=C(COC(=O)C1CC1)Nc1ccc2[nH]c(=O)[nH]c2c1,-1,-7,8,-38,-1,14,-3,1,-2,4,12
CCCCNC(=O)CCC(=O)N1CCN(C(c2ccccc2)c2ccccc2)CC1,-2,-8,-3,-8,5,13,3,4,16,6,2
O=C(Nc1ccccc1C(=O)Nc1ccccc1C(=O)O)c1ccccc1,56,-2,-18,-12,2,-33,10,-12,42,-6,4
CC(C)NC(=O)CN(C)S(=O)(=O)c1ccc(F)cc1,-67,4,x,5,-6,9,-2,x,2,0,-6
COc1ccc(/C=C/C(=O)NCCc2ccc(OC)c(OC)c2)cc1,-4,-3,-3,15,-4,13,-4,-5,2,-4,-13
COc1ccc(NC(=O)c2ccc([N+](=O)[O-])o2)cc1,9,28,3,51*,28,-4,-17,15,43,-2,-11
CCN(CC)S(=O)(=O)c1ccc(C(=O)OCn2c(SC)nnc(C)c2=O)cc1,-18,-13,-8,-11,14,15,1,1,7,-3,13
O=C(NNC(=O)c1ccc2ccccc2c1)c1ccc(Cl)c(Cl)c1,-8,-15,-9,-18,15,-7,-4,0,5,x,10
COCCOC(=O)c1c(C)oc2cc(Br)c(OCC(N)=O)cc12,6,-1,2,-17,-10,16,7,3,0,1,3
CC(C)c1ccc(-c2nnn(Cc3nc4ccccc4s3)n2)cc1,-35,-21,-4,3,-2,-120,-1,-4,-30,-5,-3
Cc1nc2ccccc2c2c1C(=O)N(C(C)C)C2=O,13,-7,-8,-4,-2,5,1,2,0,5,6
Cc1cc(C)cc(NC(=O)C(c2ccccc2)N2CCCC2)c1 (configuration not stated),-44,10,-5,4,4,-1,-3,0,10,1,-9
CN(C)c1ccc(/C=N/n2c(-c3ccccc3Br)n[nH]c2=S)cc1,-9,-4,-5,19,13,12,-1,-1,2,0,-3
O=C(C=Cc1ccc2c(c1)OCO2)c1ccccc1,-18,-39,-6,9,-62,-266,-3,-7,-210,x,1
Cc1ccc(OCC(=O)N2CCN(S(=O)(=O)c3ccc(Cl)cc3)CC2)c([N+](=O)[O-])n1,-15,-2,-4,4,5,18,6,-4,-3,0,6
O=C(Nc1cccnc1)c1ccc(Oc2ccccc2)cc1,-36,-7,-6,-1,-98,-177,-3,1,-217,-6,2
O=c1[nH]c(-c2ccc(F)cc2)nc2c1sc(=S)n2-c1ccccc1,6,4,-1,15,0,-3,-1,-7,28,4,-2
O=S(=O)(c1ccccc1)N1CCN(c2ccnc3cc(Cl)ccc23)CC1,70,26,-5,1,5,28,-12,2,24,1,-8
COc1ccc(NC(=O)C2(C)Cc3c(-c4ccc(NC(C)=O)cc4)ccnc3O2)cc1OC (configuration not stated),8,-14,-5,-24,x,25,-1,-3,15,x,0
CN1CCN(C(=O)c2cc(COc3ccc(F)cc3Cl)on2)CC1c1ccccc1 (configuration not stated),10,6,-2,-3,-2,-3,3,-3,30,2,2
Cc1ccc(C)c(-n2cc(CNC(C)Cn3cncn3)c(-c3ccccc3)n2)c1 (configuration not stated),5,1,-5,-11,7,10,1,-4,18,3,-4
O=C(O)c1ccccc1C(=O)N1CCN(S(=O)(=O)c2cccc(C(F)(F)F)c2)CC1,6,-29,-9,-4,-2,18,-1,6,15,x,5
COC(=O)CN1C(=O)N/C(=C/c2cc(Cl)c(OC)c(OC)c2)C1=O,10,-26,-1,-5,-10,6,-2,u,-2,4,19
Cc1cccc(OCCC(=O)Nc2ccc(N3CCOCC3)cc2N2CCOCC2)c1,3,-6,-2,-9,10,11,2,u,23,0,8
O=C(NCc1ccccn1)c1cc(-c2ccccc2)on1,-50,-67,x,-9,-50,-257,1,x,-95,0,-10
Cc1ncc([N+](=O)[O-])n1CCOC(=O)c1ccccc1,13,-24,-5,9,1,4,6,8,-9,-1,-4
O=C(Nc1nc(-c2ccccn2)cs1)C1COc2ccccc2O1 (configuration not stated),90*,24,-5,19,17,-37,-7,1,46,7,-13
COc1ccc(-c2noc(CCC(=O)N3CCC(C)CC3)n2)cc1,5,-15,-7,-10,-4,-2,9,0,-3,5,6
CCNC(=O)CC1C(=O)N(c2ccc(F)cc2)C(=O)N1CCc1sccc1C (configuration not stated),-9,-19,2,-4,12,15,0,4,15,-2,15
O=C(CSc1nc2ccccc2c(=O)n1CCCN1CCOCC1)Nc1cccc(S(=O)(=O)N2CCCCCC2)c1,20,-1,-8,12,3,21,-3,6,32,1,-2
Clc1ccc2oc(-c3ccccn3)nc2c1,-121,-103,-4,-25,-13,-212,-4,-7,-242,2,-8
O=C(NC(=S)N1CCN(C2CCCCC2)CC1)c1ccccc1,3,-1,2,-21,-7,11,2,-10,4,-4,6
Cc1onc(-c2ccccc2Cl)c1C(=O)OCC(=O)c1ccc[nH]1,-18,33,-4,31,13,-7,6,-13,18,-6,-15
CCc1nc(SC)[nH]c(=O)c1C,-5,-6,-5,-4,13,2,-11,-10,3,1,10
CCN1CCN(C(=O)/C=C/c2ccc(C)cc2)CC1,-23,0,-3,0,-5,-10,6,0,-4,-1,9
C/C(CCC1CC(C)OC1=O)=N\NC(N)=S (configuration not stated),4,-12,4,2,-1,6,-1,-4,14,-3,9

# The list continues:
SMILES,Shn3 3UTR inh,NR2E3 ag-1,CaV13 FRET inh,CF NFkB inh,TRPM1 prom inh,HIF-2a block,PDI turbidity,Vif inh,Peg3 promoter,NR2E3 ag-2,KKLEB tox
COc1cc2cc(C(=O)O)[nH]c2c(OC)c1OC,11,-27,-8,17,5,15,-2,11,-5,0,6
COc1cc2[nH]c(C(=O)N3CCN(C)CC3)cc2c(OC)c1OC,10,-9,-4,5,-1,2,5,-15,-11,1,6
COc1ccc(N2C(=O)CC(Sc3n[nH]c(-c4ccccc4)n3)C2=O)cc1 (configuration not stated),-11,15,-4,3,-22,8,0,-3,9,0,-3
CC(=O)N1CCN(C(=O)CNC(=O)c2cccs2)CC1,-8,24,-2,-5,-7,4,1,2,0,3,-3
CCN(CC)CCSc1nc(O)c(Cc2ccccc2)c(=O)n1-c1ccccc1,-40,4,-7,4,9,3,3,-4,17,1,-4
Cc1cccc(C)c1NCC(=O)N1CCN(Cc2ccccc2)CC1,-2,-21,-4,14,-1,16,1,-9,2,0,-10
Cc1ccc(Cl)cc1N1CCN(S(=O)(=O)c2c(C)[nH]c(C)c2C(=O)N2CCCCC2)CC1,21,-17,-7,16,5,16,-11,-5,9,3,-4
COc1cc(C(=O)N(Cc2cccc(Cl)c2)C2CCS(=O)(=O)C2)cc(OC)c1OC (configuration not stated),8,-22,-4,-12,-4,20,11,1,6,-3,11
COc1ccc(-c2nc(CCNC(=O)c3cccs3)cs2)cc1,51,26,-4,-25,x,-60,x,-16,-24,2,4
